Compound activity as filed in PubChem BioAssay.
GLP1R cytotox: qHTS of GLP-1 Receptor Inverse Agonists: Cytotox Screen; Potency, µM (series often up to 38.3 µM), for inactives: at the highest dose activity change, negative = inhibition, actives largely listed as inhibitors; 410,000 compounds, 0.13% hits; HEK293 cAMP-luciferase reporter cells, luminescence, 24 h;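 also: loss of luciferase light is scored as toxicity; potency is read from the fitted curve at half-maximal effect; % is scaled to controls: 0 for no effect and ±100 for the full control effect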
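Cells in DMEM/10% Nu serum/1% pen-strep, 1536-well format. Pre-incubated 12 h, dosed with 23 nL compound, incubated a further 24 h. Luciferase detection, 12 min at room temp, luminescence.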
aSyn rescue: qHTS of alpha-syn Inhibitors; Yeast expressing alpha-synuclein, growth rescue, BacTiter-Glo, 24 h; Potency, µM (doses to about 46.1 µM), for inactives: top-dose growth rescue (activation), hits mostly activators; 370,000 compounds, 0.14% hits; also: potency is read from the fitted curve at half-maximal effect; % of control where 0% means no effect; nearly all actives have a fitted effect of over 65% in size
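Galactose-induced alpha-syn yeast (OD600=0.02, raffinose-pregrown) + pinned cpd, 24 hr, 30 deg C; growth by BacTiter-Glo luminescence. Growth restoration scores as activation.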
Abeta yeast res: qHTS for compounds that reverse cellular toxicity of Amyloid beta (A-beta) peptide in yeast: Primary Screen | 410,000 compounds, 0.063% hits | yeast expressing A-beta42, growth rescue, OD600, 48 h; response scale: 0% DMSO, 100% iron-clioquinol control | Potency, µM (series often up to 46.1 µM), for the others: at the highest dose growth rescue, actives largely listed as activators; also: potency is read from the fitted curve at half-maximal effect; nearly all actives have a fitted effect of over 55% in size
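Yeast A-beta toxicity model in growth medium with pinned compounds, 48 h at 30 C; growth read as absorbance at 600 nm. Normalized to FeCl3/clioquinol equimolar mix (positive) and DMSO (negative).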
FUS suppressor: qHTS for Suppressors of FUS Proteinopathy: Primary screen using FUS-linked yeast assay; S. cerevisiae FUS-expressing, growth rescue, OD600, 24 h; Potency, µM (highest dose often 76.6 µM), for the others: at the highest dose growth rescue (activation), usual class: activators; 390,000 compounds, 0.24% hits;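 also: potency is read from the fitted curve at half-maximal effect; plate controls were DMSO vehicle for no effect and reference control for full effect; nearly all actives have a fitted effect of over 55% in size; some results filed as inactive show a strong effect at the top dose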
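Quantitative HTS measuring growth restoration of FUS-toxic yeast. Galactose-induced cells (OD 0.005) were exposed 24hr at 30C to compounds at several concentrations, then absorbance at 600 nm was recorded.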
TDP43 rescue: qHTS of TDP-43 Inhibitors; TDP-43 expressing yeast growth rescue, BacTiter-Glo, 24 h; Potency, µM (titrated, usually from 46.1 µM), without a hit: top-dose growth rescue (activation), usual class: activators; 410,000 compounds, 1.8% hits; also: potency is read from the fitted curve at half-maximal effect; % of control where 0% means no effect; nearly all actives have a fitted effect of over 50% in size
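Growth rescue of TDP-43-toxic yeast measured as ATP luminescence (BacTiter-Glo). Cells grown to mid-log in raffinose, induced in galactose at OD600=0.02, exposed to compound 24 hr at 30 deg C.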
PTHR1 ag: qHTS for PTHR1 Agonists: Primary Screen. Parathyroid hormone/parathyroid hormone-related peptide receptor (Homo sapiens), Q03431. HEK293 GP2 PTHR1 cells, GloSensor cAMP luminescence, 1 h. Potency, µM (series often up to 115 µM), inactives show at the highest dose activation, actives largely listed as activators. 410,000 compounds, 0.075% hits. AID 743266, 2014; also: potency is read from the fitted curve at half-maximal effect; nearly all actives have a fitted effect of over 55% in size; some results filed as inactive show a strong effect at the top dose; inactives centre near -15; many of its hits are not listed in these tables
Target sequence (Q03431 whole entry, looked up): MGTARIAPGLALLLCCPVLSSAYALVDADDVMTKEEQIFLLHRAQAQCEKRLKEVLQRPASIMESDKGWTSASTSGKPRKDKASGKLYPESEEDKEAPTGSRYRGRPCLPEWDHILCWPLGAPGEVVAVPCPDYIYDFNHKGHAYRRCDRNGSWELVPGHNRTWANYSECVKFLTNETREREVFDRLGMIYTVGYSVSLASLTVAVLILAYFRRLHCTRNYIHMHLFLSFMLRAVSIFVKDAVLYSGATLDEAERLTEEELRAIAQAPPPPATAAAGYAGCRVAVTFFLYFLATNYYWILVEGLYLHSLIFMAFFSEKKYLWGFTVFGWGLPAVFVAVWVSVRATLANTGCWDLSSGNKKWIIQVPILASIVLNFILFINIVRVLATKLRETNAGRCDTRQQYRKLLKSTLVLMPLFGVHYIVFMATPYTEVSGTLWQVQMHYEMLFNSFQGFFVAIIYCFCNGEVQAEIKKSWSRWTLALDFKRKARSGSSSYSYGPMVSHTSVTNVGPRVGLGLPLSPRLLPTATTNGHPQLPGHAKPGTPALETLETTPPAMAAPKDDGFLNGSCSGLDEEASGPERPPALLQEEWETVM
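HEK-293-derived GP2 cells expressing PTHR1 and a GloSensor cAMP reporter, 3,000/well, plated overnight, given luciferin plus IBMX (each 0.5 mM as added) for 1 h at 37 °C, then compound for 1 h at 37 °C. Luminescence was read after 15 min at room temperature.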
MmCpn inh: Inhibitors of TCP-1 ring complex (TRiC) of Methanococcus maripaludis (MmCpn): qHTS; purified Mm-Cpn ATPase, ADP Transcreener TR-FRET; Potency, µM (highest dose often 76.9 µM), inactives show top-dose activity, negative = inhibition, most hits filed as inhibitors; 330,000 compounds, 0.031% hits; also: potency is read from the fitted curve at half-maximal effect; % is scaled to controls: 0 for no effect and ±100 for the full control effect; nearly all actives have a fitted effect of over 80% in size
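Purified archaeal chaperonin (25 nM final) was preincubated with compound for 10 min at 37°C, then ATP (10 uM final) was added for 30 min at 37°C in Tris pH 7.4/KCl/MgCl2/DTT buffer. ADP was quantified by HTRF Transcreener TR-FRET.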
GLP1R inv ag: qHTS of GLP-1 Receptor Inverse Agonists (Inhibition Mode) | 410,000 compounds, 1.6% hits | AID 624417, 2012 | HEK293 GLP-1R CRE-luciferase, luminescence, 24 h; GLP-1R form is constitutively active | Glucagon-like peptide 1 receptor (Homo sapiens), P43220 | Potency, µM (series often up to 38.3 µM), inactives show at the top dose activity change, negative = inhibition, most hits filed as inhibitors; also: potency is read from the fitted curve at half-maximal effect; % is scaled to controls: 0 for no effect and ±100 for the full control effect; nearly all actives have a fitted effect of over 55% in size
Target sequence (P43220 whole entry, looked up): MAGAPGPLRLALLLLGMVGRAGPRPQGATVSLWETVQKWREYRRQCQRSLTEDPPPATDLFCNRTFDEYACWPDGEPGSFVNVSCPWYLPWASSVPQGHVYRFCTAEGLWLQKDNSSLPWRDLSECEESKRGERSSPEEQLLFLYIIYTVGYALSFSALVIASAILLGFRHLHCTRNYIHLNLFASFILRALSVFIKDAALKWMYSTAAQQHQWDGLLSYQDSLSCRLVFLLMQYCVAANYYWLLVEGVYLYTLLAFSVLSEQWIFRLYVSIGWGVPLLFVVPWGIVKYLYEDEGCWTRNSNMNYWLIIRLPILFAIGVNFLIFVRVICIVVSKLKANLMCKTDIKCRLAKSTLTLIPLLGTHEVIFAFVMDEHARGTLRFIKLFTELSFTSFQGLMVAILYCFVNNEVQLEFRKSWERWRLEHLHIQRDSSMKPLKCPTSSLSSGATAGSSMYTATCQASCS
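Assay principle: reduced luminescence from a cAMP-responsive reporter in HEK293 cells co-expressing a constitutively active GLP-1R. Conditions: 24 hr compound incubation, 37 deg C, 5% CO2.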
Akt phos inh: HTS Assay for Inhibitors of Akt Phophorylation: Primary Screen. activity change, % for hits at 50 µM. 360,000 compounds, 0.32% hits. Neuro2A IGF-stimulated pAkt S473 HTRF, 20 min; active compounds read low; in the data active = activity change below about -80%; inconclusive = mostly about -51% to -80%; also: % is scaled to controls: 0 for no effect and ±100 for the full control effect
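Neuro2A cells in DMEM with 0.5% FBS, overnight at 37 deg C, given compound at single 50 µM final, then IGF (6 nM final) for 20 min at 37 deg C. Lysed; phospho-Akt Ser473 by HTRF after 24 h, 665/615 ratio.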
Numbers without * were called inactive; [ ] = another dose, or the depositor's remark. Unless noted, calls follow the shape of the dose curve; as a rule, active = well fitted curve in the direction sought with a large enough effect; inconclusive = small, poorly fitted or top-dose-only effect, or another doubt; inactive = no such curve, though single readings can be large; an effect the other way counts as inactive or inconclusive.

What do the screens show for `COc1cc(NS(=O)(=O)c2ccc(N/C=C(\C=O)c3nc4ccccc4o3)cc2)nc(OC)n1`?
GLP1R cytotox: 24%; aSyn rescue: 0%; Abeta yeast res: -9%; FUS suppressor: inconclusive; TDP43 rescue: 0%; PTHR1 ag: -5%; MmCpn inh: -2%; GLP1R inv ag: 15%; Akt phos inh: inactive

Results for CC(=O)Nc1ccc(OCC(O)Cn2nc(C)c(C(C)=O)c2C)cc1 (configuration not stated) ?
GLP1R cytotox: 25%; aSyn rescue: 0%; Abeta yeast res: 5%; FUS suppressor: -6%; TDP43 rescue: -1%; PTHR1 ag: -8%[57.5 µM]; MmCpn inh: -2%; GLP1R inv ag: 2%; Akt phos inh: inactive

Results for CCOC(=O)C1CCN(C(=O)CN2C(=O)CSc3ccc(S(=O)(=O)N4CCOCC4)cc32)CC1 ?
GLP1R cytotox: -12%; aSyn rescue: -1%; Abeta yeast res: 4%; FUS suppressor: 9%; TDP43 rescue: 12%; PTHR1 ag: inactive; MmCpn inh: 2%; GLP1R inv ag: 17%; Akt phos inh: inactive

What do the screens show for `CCn1cc(C(=O)NC2CC(C)(C)Cc3c2cnn3-c2cccc(F)c2)cn1` (configuration not stated)?
GLP1R cytotox: 1%; aSyn rescue: 3%; Abeta yeast res: -11%; TDP43 rescue: 8%; PTHR1 ag: inactive; MmCpn inh: 2%; GLP1R inv ag: 18%; Akt phos inh: inactive

What do the screens show for `CCO/N=C(\C)c1c(O)c2ccccc2n(C)c1=O`?
GLP1R cytotox: 22%; aSyn rescue: 10%; Abeta yeast res: 4%; FUS suppressor: 8%; TDP43 rescue: inconclusive; PTHR1 ag: inactive; MmCpn inh: -1%; GLP1R inv ag: 24%; Akt phos inh: inactive

How did N#Cc1c(SCC(=O)Nc2nccs2)sc2c(O)cc(=O)[nH]c12 do in these assays?
GLP1R cytotox: -6%; aSyn rescue: 1%; Abeta yeast res: 14%; FUS suppressor: 26%; TDP43 rescue: -10%; PTHR1 ag: inactive; MmCpn inh: -10%; GLP1R inv ag: 2%; Akt phos inh: inactive

What do the screens show for `CS(=O)(=O)c1ccc2nc(NC(=O)C3C4C=CC(C4)C3C(=O)O)sc2c1` (configuration not stated)?
GLP1R cytotox: -14%; aSyn rescue: 4%; Abeta yeast res: -6%; FUS suppressor: 21%; TDP43 rescue: -1%; PTHR1 ag: inactive; MmCpn inh: 0%; GLP1R inv ag: 1%; Akt phos inh: inactive

Results for Cc1ccc(S(=O)(=O)/N=S(\C)CC2CC2(Cl)Cl)cc1 (configuration not stated) ?
GLP1R cytotox: -3%; aSyn rescue: 1%; Abeta yeast res: -10%; FUS suppressor: 17%; TDP43 rescue: -11%; PTHR1 ag: inactive; MmCpn inh: 0%; GLP1R inv ag: 0%; Akt phos inh: inactive

Results for CCCCOc1ccc(/C=C/C2=CC(C)(C)NC(=S)N2)cc1OCC ?
GLP1R cytotox: inconclusive; aSyn rescue: 0%; Abeta yeast res: 0%; TDP43 rescue: -13%; PTHR1 ag: -1%; MmCpn inh: -2%; GLP1R inv ag: 0%; Akt phos inh: inactive

Results for CC(C)(C)c1cccc(Oc2nn[nH]n2)c1 ?
GLP1R cytotox: 1%; aSyn rescue: -15%; Abeta yeast res: -5%; FUS suppressor: 37%; TDP43 rescue: -1%; PTHR1 ag: inconclusive; MmCpn inh: 0%; GLP1R inv ag: 0%; Akt phos inh: inactive

How did C/C(=N\NC(=O)c1nnn(-c2nonc2N)c1-c1cccs1)c1cccnc1 do in these assays?
GLP1R cytotox: -4%; aSyn rescue: 1%; Abeta yeast res: 4%; FUS suppressor: -4%; TDP43 rescue: -12%; PTHR1 ag: -19%; MmCpn inh: 0%; GLP1R inv ag: 6%; Akt phos inh: inactive

How did COc1ccc(-n2c(=O)c3c4c(sc3n(CC(=O)Nc3cc(C)[nH]n3)c2=O)CCCC4)c(OC)c1 do in these assays?
GLP1R cytotox: inconclusive; aSyn rescue: -3%; Abeta yeast res: -2%; FUS suppressor: inconclusive; TDP43 rescue: 0%; PTHR1 ag: 4%; MmCpn inh: -1%; GLP1R inv ag: inconclusive; Akt phos inh: inactive

Results for COc1ccc(NC(=O)CS(=O)CC(=O)NCC2OCCc3ccccc32)cc1 (configuration not stated) ?
GLP1R cytotox: -17%; aSyn rescue: -2%; Abeta yeast res: 4%; FUS suppressor: -5%; TDP43 rescue: 10%; PTHR1 ag: -6%; MmCpn inh: -4%; GLP1R inv ag: -1%; Akt phos inh: inactive

How did CCCOc1ccc(N2C(=O)C/C(=C\c3ccccc3)C2=O)cc1 do in these assays?
GLP1R cytotox: 1%; aSyn rescue: -5%; Abeta yeast res: 9%; FUS suppressor: 2%; TDP43 rescue: 2%; PTHR1 ag: inactive; MmCpn inh: -2%; GLP1R inv ag: 1%; Akt phos inh: inactive

What do the screens show for `CC(C)c1cnc2c(c1SCC(=O)Nc1ccc(C(N)=O)cc1)c(=O)n(C)c(=O)n2C`?
GLP1R cytotox: -7%; Abeta yeast res: -5%; FUS suppressor: -4%; TDP43 rescue: 21%; PTHR1 ag: inactive; GLP1R inv ag: 24%

What do the screens show for `CCOC(=O)C(NC(=O)CCl)(Nc1sc(C)c(CC)c1C#N)C(F)(F)F` (configuration not stated)?
GLP1R cytotox: 3%[1.53 µM]; aSyn rescue: 7%; Abeta yeast res: 21%; FUS suppressor: 8%; TDP43 rescue: 5%; PTHR1 ag: -4%; MmCpn inh: 1%; GLP1R inv ag: inconclusive; Akt phos inh: inactive

How did CCOc1ccc(-c2[nH]ncc2Oc2ccccc2OC)c(O)c1 do in these assays?
GLP1R cytotox: inconclusive; aSyn rescue: inconclusive; Abeta yeast res: 1%; FUS suppressor: inconclusive; TDP43 rescue: inconclusive; PTHR1 ag: -63%[inhibitor][57.5 µM]; MmCpn inh: 0%; GLP1R inv ag: 8.9µM*; Akt phos inh: inactive

Results for CCCCC[C@H](O)/C=C/[C@H]1CCC(=O)[C@@H]1CCCCCCC(=O)N1CCCCC1CO (some centres not stated) ?
GLP1R cytotox: inconclusive; aSyn rescue: 6%; Abeta yeast res: 8%; FUS suppressor: inconclusive; TDP43 rescue: 3%; PTHR1 ag: -17%; MmCpn inh: 2%; GLP1R inv ag: inconclusive; Akt phos inh: inactive

Results for CCOC(=O)c1c(NC(=O)CSc2n[nH]c(CNc3ccccc3)n2)sc(C)c1C ?
GLP1R cytotox: -26%; aSyn rescue: 0%; Abeta yeast res: 8%; FUS suppressor: 20%; TDP43 rescue: -18%; PTHR1 ag: inactive; MmCpn inh: 3%; GLP1R inv ag: 0%; Akt phos inh: inconclusive

How did O=C(N/C(=C\c1ccc([N+](=O)[O-])cc1)C(=O)N1CCCCC1)c1ccccc1 do in these assays?
GLP1R cytotox: 4%; aSyn rescue: 1%; Abeta yeast res: 13%; FUS suppressor: 7%; TDP43 rescue: -18%; PTHR1 ag: inactive; MmCpn inh: 2%; GLP1R inv ag: inconclusive; Akt phos inh: inactive

What do the screens show for `CCOC(=O)c1ccc(OCC2c3cc(OC)c(OC)cc3CCN2C(=O)c2ccc(S(=O)(=O)N3CCCC3)cc2)cc1` (configuration not stated)?
GLP1R cytotox: 1%; aSyn rescue: 3%; Abeta yeast res: -5%; FUS suppressor: inconclusive; TDP43 rescue: 23%; PTHR1 ag: inactive; GLP1R inv ag: 18%

How did CCOc1cc2[nH]c(=S)n(CCC(=O)NCc3ccco3)c(=O)c2cc1OCC do in these assays?
GLP1R cytotox: 0%; aSyn rescue: 3%; Abeta yeast res: -12%; FUS suppressor: 5%; TDP43 rescue: 0%; PTHR1 ag: -23%; MmCpn inh: -1%; GLP1R inv ag: -8%; Akt phos inh: inactive

Arranged by molar mass (ascending): 3 of the compounds above
What do the screens show for `CS(=O)(=O)c1ccc2nc(NC(=O)C3C4C=CC(C4)C3C(=O)O)sc2c1` (configuration not stated)?
GLP1R cytotox: -14%; aSyn rescue: 4%; Abeta yeast res: -6%; FUS suppressor: 21%; TDP43 rescue: -1%; PTHR1 ag: inactive; MmCpn inh: 0%; GLP1R inv ag: 1%; Akt phos inh: inactive

Results for CCCCC[C@H](O)/C=C/[C@H]1CCC(=O)[C@@H]1CCCCCCC(=O)N1CCCCC1CO (some centres not stated) ?
GLP1R cytotox: inconclusive; aSyn rescue: 6%; Abeta yeast res: 8%; FUS suppressor: inconclusive; TDP43 rescue: 3%; PTHR1 ag: -17%; MmCpn inh: 2%; GLP1R inv ag: inconclusive; Akt phos inh: inactive

What do the screens show for `COc1cc(NS(=O)(=O)c2ccc(N/C=C(\C=O)c3nc4ccccc4o3)cc2)nc(OC)n1`?
GLP1R cytotox: 24%; aSyn rescue: 0%; Abeta yeast res: -9%; FUS suppressor: inconclusive; TDP43 rescue: 0%; PTHR1 ag: -5%; MmCpn inh: -2%; GLP1R inv ag: 15%; Akt phos inh: inactive

Only part of the results is shown (hit frequency here may not be typical).
